Bioassay records from PubChem BioAssay.
RXFP1 antagonist: RXFP1 (human) relaxin receptor antagonism | HEK293-RXFP1, relaxin-stimulated cAMP HTRF, 30 min; active compounds read low | activity change, negative = inhibition, % at 57.5 µM | 350,000 compounds, 0.59% hits;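 active means activity change of -60% or lower, but not beyond a set lower limit; inconclusive means change between -60% and -40%, or beyond the set limit; inactive means change above -40%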; further: on the % scale 0 is the no-effect control and ±100 the full control effect
D2 potentiator: positive allosteric modulators of human D2 dopamine receptor; P14416; HEK293 T-REx D2, calcium flux, EC20 dopamine potentiation; potentiation, % at 10 µM; 340,000 compounds, 0.34% hits;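 active means potentiation over 3 SD above the plate norm, cut at about 30% in these data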; further: 0% is about no effect
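Tetracycline-induced HEK293 T-REx cells force-coupled to calcium signalling expressed D2; compounds were pin-added after a 10 s baseline, read kinetically 180 s, then an EC20 dopamine challenge followed with a further 180 s calcium read.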
RXFP1 ag: RXFP1 (human) receptor agonism. Q9HBX9. HEK293T-RXFP1 cAMP TR-FRET, 30 min; response scale: percent of porcine relaxin response, buffer zero. Potency, µM (highest dose often 57.5 µM), inactives show at the highest dose activation, most hits filed as activators. 370,000 compounds, 0.3% hits. AID 2676; active means well fitted activation curve with a large enough effect; inconclusive means small, poorly fitted or top-dose-only effect; further: potency means the concentration at half of the fitted maximal effect; on the % scale 0 is the no-effect control and ±100 the full control effect; nearly all actives have a fitted effect of over 60% in size; many of its hits are not listed in these tables
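cAMP rise read by TR-FRET after 30 min, 37C compound exposure (up to 58 uM) in RXFP1-transfected HEK293 cells with Ro 20174 present. EC50 from Hill-equation fits, with 29 nM porcine relaxin as 100% and buffer as basal.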
D2 ag: activates the human D2 dopamine receptor; P14416; HEK293 T-REx D2 cells, calcium flux agonist mode; activation, % at 2 µM; 340,000 compounds, 0.53% hits; AID 485358;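 active means activation over 3 SD above normal in the single-dose calcium agonist read, cut at about 30% in these data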; further: 0% is about no effect
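In this primary screen, compounds producing a positive calcium signal within 180 s of addition to tetracycline-induced, force-coupled HEK293 Trex D2 cells are flagged; cells are dye-loaded with a no-wash calcium kit beforehand.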
D2 antagonist: antagonizes the human D2 dopamine receptor; P14416; HEK293 TREx D2 cells, calcium flux, dopamine EC80; inhibition, % at 10 µM; 340,000 compounds, 2% hits; AID 485344; in the data active means inhibition above about 30%; further: 0% is about no effect
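Tetracycline-induced HEK293 T-REx cells expressing D2 force-coupled to calcium signalling were dye-loaded, exposed to compound for 180 s, then challenged with an EC80 of dopamine; calcium flux was followed kinetically for a further 180 s.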
D1 antagonist: human D1 dopamine receptor antagonism; P21728; HEK293 TREx D1 cells, calcium flux, dopamine EC80; active compounds read low; activity change, negative = inhibition, % at 10 µM; 360,000 compounds, 3.2% hits; AID 504652; in the data active means activity change below about -30%; further: on the % scale 0 is the no-effect control and ±100 the full control effect
Target sequence (P21728 whole entry, looked up): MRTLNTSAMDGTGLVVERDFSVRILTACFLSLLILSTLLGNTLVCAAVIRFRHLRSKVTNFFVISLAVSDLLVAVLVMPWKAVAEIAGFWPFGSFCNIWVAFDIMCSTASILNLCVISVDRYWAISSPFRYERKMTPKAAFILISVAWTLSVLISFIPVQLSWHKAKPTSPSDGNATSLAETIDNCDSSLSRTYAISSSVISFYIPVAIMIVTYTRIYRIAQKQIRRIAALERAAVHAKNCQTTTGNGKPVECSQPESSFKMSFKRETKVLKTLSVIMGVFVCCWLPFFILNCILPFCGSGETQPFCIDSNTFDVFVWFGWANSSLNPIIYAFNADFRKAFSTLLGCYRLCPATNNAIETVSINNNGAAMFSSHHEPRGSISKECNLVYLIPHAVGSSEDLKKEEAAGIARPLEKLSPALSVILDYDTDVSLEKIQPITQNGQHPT
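After overnight tetracycline induction at 30 C, force-coupled D1 HEK293 cells took up a no-wash calcium dye at room temperature. Compounds were added and monitored 180 s, and the response to EC80 dopamine was then recorded.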
TRHR PAM: TRH receptor (human) allosteric enhancement | P34981 | TRHR cells, fluo-8 calcium fluorescence, EC20 TRH enhancement | enhancement, % at 2 µM | 360,000 compounds, 0.66% hits | AID 493056; in the data active means enhancement above about 30%; further: 0% is about no effect
Target sequence (P34981 whole entry, looked up): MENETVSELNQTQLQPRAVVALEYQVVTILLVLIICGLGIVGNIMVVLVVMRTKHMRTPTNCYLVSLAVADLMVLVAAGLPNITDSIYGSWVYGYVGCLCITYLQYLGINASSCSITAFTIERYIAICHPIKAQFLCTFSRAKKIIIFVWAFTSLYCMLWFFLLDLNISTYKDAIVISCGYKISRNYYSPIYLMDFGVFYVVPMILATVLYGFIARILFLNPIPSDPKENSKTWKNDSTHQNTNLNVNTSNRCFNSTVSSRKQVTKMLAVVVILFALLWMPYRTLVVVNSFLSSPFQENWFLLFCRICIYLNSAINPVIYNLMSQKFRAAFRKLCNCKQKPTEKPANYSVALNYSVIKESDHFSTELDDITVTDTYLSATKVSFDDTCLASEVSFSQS
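TRHR-expressing cells loaded with fluo-8 calcium dye were read kinetically (ex 480/em 530) during compound addition, then stimulated with an EC20 of TRH (10 nM final). Enhancement of the Gq-mediated intracellular calcium response was scored.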
D1 ag: activates the human D1 dopamine receptor; activation, % at 2 µM; 360,000 compounds, 1% hits; HEK293 T-REx D1 cells, calcium flux, agonist mode; P21728; in the data active means activation above about 30%; further: 0% is about no effect
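Tetracycline-induced HEK293 TREx D1 cells, force-coupled to calcium signalling, were dye-loaded with a no-wash calcium kit. Compound was pin-added after a 10 s baseline. Fluorescence was read kinetically at 1 cycle/s for 180 s, with calcium rises flagged as agonism.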
D1 PAM: potentiators of human D1 dopamine receptor; P21728; HEK293 TREx D1 cells, calcium flux, dopamine EC20 potentiation; potentiation, % at 10 µM; 360,000 compounds, 0.036% hits; in the data active means potentiation above about 30%; further: 0% is about no effect
* = called active by the depositor; ? = inconclusive; . = no result given; & = joins results of further samples.

canonical_smiles	D1 PAM	D1 ag	RXFP1 antagonist	D2 ag	RXFP1 ag	D2 antagonist	D1 antagonist	TRHR PAM	D2 potentiator
Cc1ccc(NC(=O)c2ccc(OC(F)F)cc2)cc1S(=O)(=O)N(C)C	-2	10	10	-0.3	0.7%	-25	15	4	-11
CCOC(=O)/C(=N\Nc1ccccc1)S(=O)(=O)c1ccccc1	3	0	12	.	-1.5%	.	0	4	10
Cn1c(=O)[nH]c(=O)c2c1nc(CN1CCN(c3ccccc3F)CC1)n2CCCc1ccccc1	-6	-1	-17	0.1	0.0%	-14	-29	2	32*
CC(C)(C)NC(=O)C(c1ccncc1)N(Cc1ccc(F)cc1)C(=O)c1ccc(-c2ccccc2)[nH]1 (stereo not drawn)	-7	6	-4	-0.7	-0.3%	2	5	21	.
CCOC(=O)c1cnc2c(C)cccc2c1NCCc1ccc(OC)c(OC)c1	-7&-5	2&1	-25&-7	0.9&-0.1	0.9%&0.4%	-1	-2&-3	1&-6	-6&2
COCCN(C(=O)CSc1ncc(C(F)(F)F)cc1Cl)c1c(N)n(Cc2ccccc2)c(=O)[nH]c1=O	0	1	-2	2.2	-1.6%	-18	11	-3	4
O=C(NNC(=O)c1ccc([N+](=O)[O-])cc1)c1ccncc1	-11	2	.	0.5	-0.9%	6	-1	3	-1
CC(=O)Nc1ccc(NC(=O)CSc2nc3ccccc3o2)cc1	-4	8	-1	-0.2	0.6%	4	-21	-3	10
COC(=O)c1cccc(N2C(=O)C(Cl)=C(N3CCOCC3)C2=O)c1	-3	1	20	-0.3	-0.8%	10	0	1	-14
Cc1ccc(C)n1-c1nnc(N2CCC(C(=O)N3CCN(C)CC3)CC2)s1	8	3	3	-0.7	0.8%	15	-5	-1	19
CSc1ccc(CC(=O)N2CCC(n3nccc3NC(=O)C3CC3)CC2)cc1	-1	1	1	0.2	0.6%	-9	-21	-5	13
COc1ccc(NCc2nnc(SCC(=O)Nc3ccc(OC)cc3)n2C)cc1	-6	0	-4	2.3	-4.1%	13	1	-11	-5
COc1ccccc1NC(=O)N(Cc1cccs1)Cc1cc2cc3c(cc2[nH]c1=O)OCO3	-13	2	5	0.1	0.9%	36*	-34*	3	-15
COC(=O)[C@@]12CCCCN1[C@H](c1ccc(-c3ccccc3)cc1)[C@H]1C(=O)N(C)C(=O)[C@H]12	-7	3	.	-0.1	-0.2%	9	-5	-7	-9
COc1ccccc1OCc1ccc(C(=O)NCC2CCCO2)o1 (stereo not drawn)	0	6	-1	.	0.6%	.	8	4	.
Cc1ccc(-n2nc3c(=O)n(C(C)C(=O)NCc4ccccc4Cl)nc(C)c3c2C)cc1 (stereo not drawn)	-4	1	12	-0.1	1.1%	-21	-5	-2	1
CSCCC(NC(=O)COc1cccc2ccccc12)C(=O)O (stereo not drawn)	-7	0	-4	-0.6	-0.5%	-16	5	3	9
CC(C)(C)NC(=O)CCN(/N=C/c1ccccc1)C1=NS(=O)(=O)c2ccccc21	16	2	-4	-0.2	8.9%	-1	-4	-2	13
OCC1(CO)COC(c2ccccc2)=N1	-3	1	0	9.0	-2.5%	-11	5	-1	-5
COc1cc(/C=N/NC(=O)c2ccncc2)ccc1OCCN1CCCCC1	-4	4	0	0.5	3.5%	1	1	-3	-4
N#Cc1cccc(NC(=O)Cn2cnc(S(=O)(=O)N3CCCC3)c2)c1	-8	3	-15	0.0	0.5%	6	6	-1	-2
O=C(Oc1ccc(-c2csnn2)cc1)c1cccs1	0	2	-13	0.8	1.6%	18	-9	-4	8
CN(C)CCNS(=O)(=O)c1ccc2c3c(cccc13)C(=O)N2	1	4	10	-0.6	8.9%	8	-2	40*	1
CCOC(=O)c1cn(CC2CC2)c2cc(F)c(F)cc2c1=O	6	1	-25	-1.9	1.1%	14	4	-8	2
Cc1cccc(N(CC(=O)Nc2ccc(CC#N)cc2)S(C)(=O)=O)c1	-1	2	-11	-2.8	0.5%	-10	-9	2	4
CCn1c(SCC(=O)Nc2cc(C)on2)nnc1-c1cccs1	-4	7	5	.	0.6%	.	0	-10	5
Cc1cc(C)c2ccc3c(C)c(C)n(C)c3c2n1	5	3	8	-0.3	5.6%	-9	19	10	2
Cc1onc(-c2c(F)cccc2Cl)c1C(=O)NC1=NCCS1	0	6	10	0.1	2.9%	-3	-17	1	-7
Cc1onc(C(=O)NCCc2ccccc2)c1[N+](=O)[O-]	0	5	-11	.	-1.3%	.	-18	4	.
COc1ccc(NS(=O)(=O)c2ccc(C)c(C(=O)NCc3cccnc3)c2)cc1	-1	4	-16	.	-2.0%	.	12	16	4
CC1CCN(S(=O)(=O)c2ccc(S(=O)(=O)NCc3ccccc3)cc2)CC1	6	0	2	0.9	-2.1%	31*	27	-8	-5
COc1ccc(CNC(=O)CCCCCn2c(=O)[nH]c3ccccc3c2=O)cc1	-3	0	-8	.	3.3%	.	3	3	5
CC(=O)C1=C(C)Nc2ncnn2C1c1ccc(Cl)cc1 (stereo not drawn)	-4	0	-14	-0.6	0.6%	1	3	-5	-4
CCOC(=O)N1CCC(NC(=O)CCC(=O)N2CCOc3ccc(C)cc32)CC1	-4	2	?	-0.2	-1.0%	-9	-12	12	14
O=c1c2ccccc2c(-c2ccccc2)nn1-c1ccccc1	2	1	-10	-2.7	0.9%	5	8	-9	-4
Cc1ccccc1-n1c2nc(=O)n(C)c(=O)c-2cc2ccccc21	-8	1	-23	-0.9	11%	19	-9	-3	0
O=[N+]([O-])c1ccc2[nH]c3nc4ccccc4nc3c2c1	10	1	4	-2.8	-2.2%	10	0	-7	21
Cc1cccc(C)c1OCc1n[nH]c(=S)o1	8	3	-9	0.6	-0.2%	-17	15	-2	12
N#C/C(=C\c1cn(Cc2ccccc2F)c2ccccc12)C(=O)NCc1ccco1	-8	5	-4	-0.4	3.2%	3	-17	1	3
CN1c2ccccc2C(O)=C(C(=S)Nc2ccc(Cl)cc2)S1(=O)=O	-5	5	-4	0.7	-1.8%	5	-17	-2	6
CCOc1ccc(NC(=O)Cn2c(=O)n(CCCS(=O)(=O)C3CCCCC3)c(=O)c3ccccc32)cc1	0	2	.	-0.4	1.1%	.	4	-2	4
COc1ccc(-c2nsc3c(N4CCN(S(=O)(=O)c5ccccc5F)CC4)ncnc23)cc1	-11	7	6	-0.3	-2.1%	1	-5	4	13
CCCN(CCC)C(=O)CC(c1ccccc1)c1cc(C)ccc1O (stereo not drawn)	-1	-1	-30	-1.6	-0.4%	-13	0	-1	0
O=C1CCCC2=C1C(c1c(Cl)nc3sccn13)C1=C(CCCC1=O)N2	-6	1	.	-1.5	17%	6	-10	21	-3
O=C(CN1C(=O)C2C3C=CC(C3)C2C1=O)Nc1cccc(S(=O)(=O)N2CCCC2)c1 (stereo not drawn)	-1	0	11	0.7	0.1%	-3	7	3	4
CCc1ccccc1N(c1nc(-c2ccc(OC)c(OC)c2)no1)c1nc(-c2ccc(OC)c(OC)c2)no1	-2	3	.	0.4	-0.4%	.	1	-5	7
Cc1cc2c(s1)CCCCC(=O)N2	-4	6	0	1.1	1.4%	5	-3	-10	5
N#Cc1c(N)nc2c(c1-c1ccc(Br)s1)CCCC2	-4	2	-4	0.4	0.6%	-5	0	0	-6

A draw from above in order of number of heavy atoms, smallest number first:
canonical_smiles	D1 PAM	D1 ag	RXFP1 antagonist	D2 ag	RXFP1 ag	D2 antagonist	D1 antagonist	TRHR PAM	D2 potentiator
Cc1cc2c(s1)CCCCC(=O)N2	-4	6	0	1.1	1.4%	5	-3	-10	5
Cc1cccc(C)c1OCc1n[nH]c(=S)o1	8	3	-9	0.6	-0.2%	-17	15	-2	12
N#Cc1c(N)nc2c(c1-c1ccc(Br)s1)CCCC2	-4	2	-4	0.4	0.6%	-5	0	0	-6
O=[N+]([O-])c1ccc2[nH]c3nc4ccccc4nc3c2c1	10	1	4	-2.8	-2.2%	10	0	-7	21
Cc1ccccc1-n1c2nc(=O)n(C)c(=O)c-2cc2ccccc21	-8	1	-23	-0.9	11%	19	-9	-3	0
CCCN(CCC)C(=O)CC(c1ccccc1)c1cc(C)ccc1O (stereo not drawn)	-1	-1	-30	-1.6	-0.4%	-13	0	-1	0
O=C(CN1C(=O)C2C3C=CC(C3)C2C1=O)Nc1cccc(S(=O)(=O)N2CCCC2)c1 (stereo not drawn)	-1	0	11	0.7	0.1%	-3	7	3	4
COc1ccc(-c2nsc3c(N4CCN(S(=O)(=O)c5ccccc5F)CC4)ncnc23)cc1	-11	7	6	-0.3	-2.1%	1	-5	4	13
CCOc1ccc(NC(=O)Cn2c(=O)n(CCCS(=O)(=O)C3CCCCC3)c(=O)c3ccccc32)cc1	0	2	.	-0.4	1.1%	.	4	-2	4
CCc1ccccc1N(c1nc(-c2ccc(OC)c(OC)c2)no1)c1nc(-c2ccc(OC)c(OC)c2)no1	-2	3	.	0.4	-0.4%	.	1	-5	7

Not all compounds are listed. The share of hits here may be higher or lower than overall.
